Scp1 inh: blocks human Scp-1 phosphatase activity. Q9GZU7. Recombinant Scp1, phosphopeptide, malachite green phosphate absorbance. inhibition, % at 20 µM. hit rate 0.88% among 340,000. AID 493091;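 active = inhibition above about 50% at 20 µM, limit read from the data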;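 note: plate controls were DMSO wells with enzyme for no effect and wells lacking enzyme for full effect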
Target sequence (Q9GZU7 76-261 limits assumed): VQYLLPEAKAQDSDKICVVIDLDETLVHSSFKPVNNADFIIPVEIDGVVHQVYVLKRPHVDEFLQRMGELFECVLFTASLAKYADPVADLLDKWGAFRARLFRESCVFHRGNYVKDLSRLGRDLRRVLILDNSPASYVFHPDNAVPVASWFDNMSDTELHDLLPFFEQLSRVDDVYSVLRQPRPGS
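Test system: SCP-1 phosphatase catalytic domain, residues 76-261 | Compound dosing: One concentration, 20 µM, with 1.0% DMSO | Schedule: 45 min room-temperature reaction, 5 min colour, 30 min stabiliser | Detection: Absorbance at 630 nm | Read-out basis: % inhibition of SCP-1 phosphate liberation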
SUMO1-SIM PPI: SUMO1-SIM interaction modulation; P63165; SUMO1 binding to a labelled peptide, TR-FRET, 1 h; inhibition, % at 20 µM; hit rate 0.33% among 360,000; AID 602429; in the data active = inhibition above about 37%
Target sequence (P63165 whole entry, looked up): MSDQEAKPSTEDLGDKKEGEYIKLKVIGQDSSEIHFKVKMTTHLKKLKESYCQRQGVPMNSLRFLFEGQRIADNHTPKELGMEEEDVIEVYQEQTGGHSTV
DNMT1 inh: inhibitors of human DNMT1. P26358. DNMT1 molecular beacon, Hinp1I cleavage, fluorescence. inhibition (reported as % activation of signal), % at 10 µM. hit rate 0.83% among 360,000. AID 588458; in the data active = inhibition above about 50%
TbMetRS inhib: Trypanosoma brucei MetRS inhibition; inhibition, % at 11.9 µM; hit rate 0.4% among 360,000; purified T. brucei MetRS, ATP depletion, Kinase-Glo luminescence; AID 624268;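 active = inhibition above a per-plate cutoff of the control wells' mean inhibition plus 3 SD, cut at about 5.5% in these data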;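 note: 0% = DMSO wells median and 100% = median of wells with control inhibitor compound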
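assay system = parasite MetRS enzyme | timing = 15 min preincubation, 2 h reaction, all 25 °C | evaluation = percent inhibition relative to median high and low control wells | medium = HEPES buffer containing pyrophosphatase, BSA, spermine, DTT | compound = single dose, 11.9 µM final nominal, 0.9% final DMSO | detection = Kinase-Glo luminescence, ATP depletion format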
NadD inh: NadD (S. aureus) enzyme inhibition; purified NadD enzyme, colorimetric absorbance read-out; inhibition, % at 20 µM; hit rate 0.78% among 360,000; in the data active = inhibition above about 26%; note: some compounds past the cut are filed as inactive
MsrA inhibitor: inhibitors of bovine MsrA; inhibition, % at 15.5 µM; purified bovine MsrA, absorbance read-out; hit rate 0.75% among 360,000; AID 651718; in the data active = inhibition above about 4.5%;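 note: 0% = vehicle wells with enzyme and 100% = reference inhibitor wells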
Rpn11 block: inhibitors of human proteasome Rpn11; human 26S proteasome, Ub4-pepOG fluorescence polarization; 20S core pre-blocked with epoxomicin; O00487; calls only at 20 µM; AID 588493; hit rate 0.59% among 360,000;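 active = inhibition at 20 µM, scaled to each plate's controls, above about 33%, limit read from the data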
Target sequence (O00487 whole entry, looked up): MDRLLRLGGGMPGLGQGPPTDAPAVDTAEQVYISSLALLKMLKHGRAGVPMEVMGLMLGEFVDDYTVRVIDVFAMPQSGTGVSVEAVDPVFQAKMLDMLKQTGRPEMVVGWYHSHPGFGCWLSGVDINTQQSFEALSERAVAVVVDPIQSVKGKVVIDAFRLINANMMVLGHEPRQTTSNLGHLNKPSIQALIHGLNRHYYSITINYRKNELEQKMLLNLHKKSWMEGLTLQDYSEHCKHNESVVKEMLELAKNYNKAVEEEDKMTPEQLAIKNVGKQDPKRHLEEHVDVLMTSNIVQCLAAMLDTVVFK
LMPTP inh: blocks human LMPTP phosphatase. P24666. recombinant LMPTP-A, OMFP fluorogenic substrate, fluorescence intensity. inhibition, % at 20 µM. hit rate 0.22% among 360,000;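 active = compounds that cut the enzyme signal by at least half of the control window in the single-dose screen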;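 note: plate controls were DMSO wells with enzyme plus substrate for no effect and substrate without enzyme for full effect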
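Test system: LMPTP-A phosphatase enzyme; input: 0.625 nM LMPTP-A final; reagent: OMFP substrate, 400 µM final; compound dosing: 20 µM single dose, 3% DMSO; incubation: 50 min dark incubation at room temperature; measured by: endpoint fluorescence intensity from OMFP dephosphorylation; measure: % inhibition relative to no-enzyme and uninhibited control wells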
CSN inh: blocks human CSN-mediated cullin deneddylation. Q92905. Purified CSN, SCF-Nedd8-OG deneddylation, fluorescence polarization. inhibition, % at 12.5 µM. hit rate 0.38% among 360,000. AID 651999;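 active = pattern-corrected inhibition above about 35%, with an unprinted fluorescence ratio check between 0.5 and 1.5, limit read from the data, passing the limit was not always enough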;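 note: 0% = enzyme with substrate and 100% = substrate without enzyme; some results filed as inactive read as strong as hits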
Target sequence (Q92905 whole entry, looked up, one chain of several): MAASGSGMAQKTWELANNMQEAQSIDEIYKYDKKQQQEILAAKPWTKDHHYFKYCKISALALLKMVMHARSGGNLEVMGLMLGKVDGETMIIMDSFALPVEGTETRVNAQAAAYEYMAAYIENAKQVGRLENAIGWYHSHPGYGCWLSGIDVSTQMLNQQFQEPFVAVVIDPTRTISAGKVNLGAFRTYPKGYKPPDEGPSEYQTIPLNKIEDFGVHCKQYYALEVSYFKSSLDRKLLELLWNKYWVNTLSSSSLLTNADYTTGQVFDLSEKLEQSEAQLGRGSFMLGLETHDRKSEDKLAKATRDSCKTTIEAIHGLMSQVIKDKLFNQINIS
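assay system = purified human Csn5 enzyme expressed in HEK293T cells | amount = 0.24 nM enzyme | buffer or medium = Tris/NaCl/DTT buffer, pH 7.5 | reagent = 10 nM SCFSkp2-Nedd8OG | compound = one concentration, 12.5 µM, 0.25% DMSO | times = 90 min reaction at room temperature | signal = FP | read-out basis = % inhibition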
STEP block: blocks human striatal-enriched tyrosine phosphatase | P54829 | recombinant STEP, OMFP fluorogenic substrate, fluorescence | inhibition, % at 20 µM | hit rate 0.25% among 360,000 | AID 588621;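 active = inhibition at 20 µM, scaled per plate between control wells, above about 37%, limit read from the data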;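 note: 0% = DMSO with enzyme and substrate and 100% = substrate only without enzyme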
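System: STEP phosphatase, cell-free reaction; Buffer or medium: Bis-Tris pH 6.0 buffer with DTT, detergent; Incubation: 20 min at room temperature, dark; Measured by: fluorescence, 480/540 nm.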
* = called active by the depositor; i = inactive; · = no result given.

No. | SMILES | CSN inh | STEP block | Scp1 inh | NadD inh | SUMO1-SIM PPI | Rpn11 block | MsrA inhibitor | LMPTP inh | DNMT1 inh | TbMetRS inhib
1 | COc1ccccc1C(=O)N(CN1CCCC1=O)c1cccc(Cl)c1 | -1.5 | -1.1 | -4.9 | 11.6 | -2.9 | i | -1.2 | -0.8 | 3.9 | -0.2
2 | COc1cc(C(=O)N/N=C2\CCS(=O)(=O)c3ccc(F)cc32)cc(OC)c1OC | -6.5 | 2.5 | 5.0 | 3.1 | -9.8 | i | 0.9 | -1.6 | 1.4 | -1.8
3 | CCOC(=O)C1=C(C)NC2=C(C(=O)CC(C)(C)C2)C1c1ccsc1 (configuration not stated) | 2.8 | 2.3 | -2.5 | 2.9 | -1.5 | i | 2.7 | -0.2 | 0.1 | 0.0
4 | Nc1ccn([C@@H]2O[C@H](C(=O)N[C@H](CO)Cc3ccccc3)[C@@H](O)[C@H]2O)c(=O)n1 | 2.1 | 1.1 | · | -1.1 | -0.7 | i | 1.1 | -0.6 | 1.1 | -1.0
5 | CC(NC(=O)CSc1nc(C2CC2)n(-c2ccccc2)n1)c1ccco1 (configuration not stated) | 6.6 | -0.6 | 4.3 | 2.0 | 5.6 | i | -0.2 | -0.3 | 0.4 | -0.4
6 | COc1cccc(-c2cc(C(F)(F)F)n3ncc(S(=O)(=O)c4ccccc4)c3n2)c1 | -0.5 | -1.7 | -7.0 | -3.9 | 0.7 | i | -0.2 | -0.2 | 5.7 | -0.7
7 | Cc1ccc(-c2cc(C(=O)N/N=C/c3ccco3)n[nH]2)s1 | -9.0 | 1.3 | 3.7 | -2.3 | 1.3 | i | 1.7 | -0.6 | 17.3 | -0.9
8 | O=C(CN1CCN(CC(=O)c2ccccc2)CC1)c1ccccc1 | -1.3 | 1.7 | -1.1 | 1.2 | -10.4 | i | 0.7 | -3.2 | -1.7 | -0.1
9 | Cc1cc(C)nc(NS(=O)(=O)c2ccc(NC(=S)NC(=O)c3cccnc3)cc2)n1 | -10.1 | 0.9 | -1.3 | 1.0 | 6.8 | i | 0.6 | -0.5 | 1.4 | -0.5
10 | Cc1cccc(-n2c(SCC(=O)N3CCC(C(=O)O)CC3)nc3ccccc3c2=O)c1C | -1.8 | -0.4 | 5.3 | -3.9 | 1.9 | i | 0.0 | -1.4 | 1.0 | -0.8
11 | O=C(COC(=O)c1ccccc1)Nc1ccc2[nH]c(=O)[nH]c2c1 | -7.3 | -2.8 | -2.8 | -2.8 | 3.7 | i | 1.0 | -1.2 | 0.1 | -0.3
12 | CN(CC(=O)NCCc1ccc(S(N)(=O)=O)cc1)Cc1c(F)cccc1Cl | 3.2 | -1.8 | -7.9 | 4.2 | -2.8 | i | -0.7 | -0.9 | 2.3 | 0.0
13 | COc1ccc(/C=C2\SC(N3CCCCC3)=NC2=O)cc1 | -0.9 | -0.6 | -6.5 | -0.8 | -25.0 | i | 5.9* | 0.1 | 0.5 | -0.1
14 | Cc1ccc(OCC(=O)Nc2ccc3c(c2)C(=O)NC3=O)cc1 | 2.2 | 1.5 | -4.7 | -26.8 | -9.0 | i | 0.2 | -34.9 | 0.3 | -0.5
15 | S=c1[nH]nc(-c2cccnc2)n1-c1ccccc1 | 6.8 | 0.9 | -4.6 | -6.4 | 4.0 | i | -0.3 | -0.3 | -2.6 | -0.3
16 | CC(=O)c1ccc(NC(=O)COC(=O)Cc2ccsc2)cc1 | -2.6 | -1.5 | -8.6 | 0.1 | 3.3 | i | -0.6 | 1.1 | 1.9 | 0.1
17 | CCOC(=O)c1c(C)c(C(=O)N2CCN(c3ccccc3)CC2)c(C)n1C | 3.9 | 1.5 | -3.7 | 0.1 | 0.9 | i | -1.1 | -1.6 | -0.2 | -0.2
18 | N#CC1(NC(=O)CSc2nc3ccccc3o2)CCCCC1 | 1.2 | -3.0 | 4.6 | 1.6 | -0.6 | i | 0.0 | 0.2 | -2.1 | -0.4
19 | Cc1ccc2c(C)c(C(=O)N3CCC(N4CCC(C(=O)NC5CC5)CC4)CC3)oc2c1 | 0.7 | 1.9 | -4.0 | -7.1 | -3.0 | i | 0.6 | -1.1 | -1.7 | -0.6
20 | O=C(O)CC1(CC(=O)Nc2ccc3c(c2)OCCCO3)CCCCC1 | 0.7 | -0.2 | -3.3 | -1.6 | 3.2 | i | -0.3 | -1.4 | -0.6 | -0.5
21 | CCOP(=O)(OCC)c1nc(-c2ccc(Br)cc2)oc1N1CCCCC1 | 0.9 | 2.4 | -7.3 | 1.1 | 2.5 | i | 0.9 | -0.5 | -2.2 | -0.3
22 | O=S(=O)(NCc1ccccc1)c1ccc(S(=O)(=O)NCC2CCCO2)cc1 (configuration not stated) | -1.6 | -5.7 | 7.4 | -1.6 | 2.1 | i | 1.4 | 1.5 | 7.3 | -2.2
23 | O=C1CNC(=S)N1C1CCCCCC1 | -1.9 | -0.6 | -5.2 | -2.0 | 2.3 | i | -0.4 | 1.5 | -0.5 | 0.1
24 | CC(=O)NC(Cc1cccc(F)c1)C(=O)NC1CCN(C(=O)Nc2ccc(C)cc2)CC1 (configuration not stated) | 2.1 | 0.7 | 2.6 | 0.0 | 5.9 | i | 0.0 | -1.1 | 3.9 | -0.7
25 | COC(=O)c1ccc(-c2nc(-c3ccc(Br)o3)no2)cc1 | -2.4 | -2.0 | -4.5 | -8.3 | -3.0 | i | -1.2 | -1.5 | -3.8 | -0.4
26 | O=C(Nc1ccc2c(c1)OCCO2)C1CCN(c2cnccn2)CC1 | 12.0 | 1.2 | -8.0 | 7.5 | 2.1 | i | 2.0 | -0.9 | -5.2 | -1.1
27 | O=C(CN1C(=O)c2ccccc2C1=O)NN1C(=O)c2ccccc2C1=O | -3.4 | 0.9 | 55.5* | -1.9 | 0.2 | i | -1.0 | 4.1 | 5.8 | -1.4
28 | Cc1c(NC(=O)Nc2cccc(C(F)(F)F)c2)c(=O)n(-c2ccccc2)n1C | -2.5 | -1.7 | -0.7 | 1.9 | 3.0 | i | -0.1 | -0.6 | 1.3 | -0.2
29 | N#CCc1ccc(OC(=O)Nc2ccccc2)cc1 | -1.7 | -0.1 | -2.5 | -5.4 | -0.5 | i | -0.1 | -2.4 | -1.4 | 0.0
30 | CC(C)(C)NC(=O)C(c1ccccc1)N(Cc1ccco1)C(=O)c1csnn1 (configuration not stated) | 0.9 | -4.4 | -5.0 | -2.3 | -0.5 | i | 1.0 | -0.9 | -2.4 | 0.2
31 | COc1ccc2oc(C(=O)N3CCN(S(=O)(=O)c4ccc(F)cc4)CC3)c(C)c2c1 | 3.7 | 1.7 | -10.5 | -2.0 | 2.5 | i | 0.6 | 1.7 | -9.3 | -0.1
32 | COc1cccc(CNCc2cc(OC)cc(OC)c2)c1 | 1.1 | 2.6 | -2.2 | -8.6 | 0.2 | i | 0.5 | -2.7 | 1.8 | -0.6

Of the compounds above, two have bromine.
No. | SMILES | CSN inh | STEP block | Scp1 inh | NadD inh | SUMO1-SIM PPI | Rpn11 block | MsrA inhibitor | LMPTP inh | DNMT1 inh | TbMetRS inhib
21 | CCOP(=O)(OCC)c1nc(-c2ccc(Br)cc2)oc1N1CCCCC1 | 0.9 | 2.4 | -7.3 | 1.1 | 2.5 | i | 0.9 | -0.5 | -2.2 | -0.3
25 | COC(=O)c1ccc(-c2nc(-c3ccc(Br)o3)no2)cc1 | -2.4 | -2.0 | -4.5 | -8.3 | -3.0 | i | -1.2 | -1.5 | -3.8 | -0.4

The list continues.
No. | SMILES | CSN inh | STEP block | Scp1 inh | NadD inh | SUMO1-SIM PPI | Rpn11 block | MsrA inhibitor | LMPTP inh | DNMT1 inh | TbMetRS inhib
33 | CC(=O)OCC(=O)Nc1ccc(Br)c(C)c1 | 2.6 | 1.5 | -1.7 | -5.2 | -2.8 | i | -1.4 | -1.0 | 3.4 | -1.7
34 | Cc1ccccc1Nc1ncnc(N)n1 | 0.2 | -0.3 | -6.2 | -3.7 | -0.8 | i | 0.5 | -1.1 | 0.9 | -0.4
35 | CC1(C(=O)NS(=O)(=O)c2cccc(OC(F)F)c2)CCN1C(=O)C/C=C/c1ccccc1 (configuration not stated) | -0.8 | -0.4 | · | -0.8 | 7.6 | i | -0.1 | -0.4 | -0.9 | 0.4
36 | COc1cc2c(cc1OC)CN(C(=O)C1CCCN(C(=O)c3ccc(Cl)cc3)C1)CC2 (configuration not stated) | -4.5 | -1.0 | -7.6 | -2.8 | 1.6 | i | -0.6 | 0.5 | 0.1 | -0.4
37 | COc1cccc(OCC(O)CNC(=O)c2oc3c(C)c(C)ccc3c2C)c1 (configuration not stated) | 3.4 | -1.8 | -8.1 | -11.6 | 2.5 | i | 0.5 | 3.3 | 0.2 | 0.0
38 | COc1ccc(S(=O)(=O)N2CCCCC2)cc1NC(=O)CSc1nccn1C | -9.0 | -3.0 | -6.2 | -3.3 | 0.7 | i | -1.2 | 0.6 | -0.7 | -0.2
39 | COc1ccc(-c2sc3ccccc3c2/C=C/c2ccncc2)cc1 | -1.5 | 5.0 | 22.7 | 5.6 | -0.3 | i | 2.0 | 5.0 | -14.7 | -0.2

With a hit mark in MsrA inhibitor, among the entries above:
No. | SMILES | CSN inh | STEP block | Scp1 inh | NadD inh | SUMO1-SIM PPI | Rpn11 block | MsrA inhibitor | LMPTP inh | DNMT1 inh | TbMetRS inhib
13 | COc1ccc(/C=C2\SC(N3CCCCC3)=NC2=O)cc1 | -0.9 | -0.6 | -6.5 | -0.8 | -25.0 | i | 5.9* | 0.1 | 0.5 | -0.1

4 compounds already listed, ordered by the number in SUMO1-SIM PPI, rising.
cpd | Molecule | CSN inh | STEP block | Scp1 inh | NadD inh | SUMO1-SIM PPI | Rpn11 block | MsrA inhibitor | LMPTP inh | DNMT1 inh | TbMetRS inhib
18 | N#CC1(NC(=O)CSc2nc3ccccc3o2)CCCCC1 | 1.2 | -3.0 | 4.6 | 1.6 | -0.6 | i | 0.0 | 0.2 | -2.1 | -0.4
29 | N#CCc1ccc(OC(=O)Nc2ccccc2)cc1 | -1.7 | -0.1 | -2.5 | -5.4 | -0.5 | i | -0.1 | -2.4 | -1.4 | 0.0
6 | COc1cccc(-c2cc(C(F)(F)F)n3ncc(S(=O)(=O)c4ccccc4)c3n2)c1 | -0.5 | -1.7 | -7.0 | -3.9 | 0.7 | i | -0.2 | -0.2 | 5.7 | -0.7
36 | COc1cc2c(cc1OC)CN(C(=O)C1CCCN(C(=O)c3ccc(Cl)cc3)C1)CC2 (configuration not stated) | -4.5 | -1.0 | -7.6 | -2.8 | 1.6 | i | -0.6 | 0.5 | 0.1 | -0.4
